Abeta yeast res: qHTS for compounds that reverse cellular toxicity of Amyloid beta (A-beta) peptide in yeast: Primary Screen; yeast expressing A-beta42, growth rescue, OD600, 48 h; response scale: 0% DMSO, 100% iron-clioquinol control; Potency, µM (highest dose often 46.1 µM), for the others: at the top dose growth rescue, actives largely listed as activators; actives 0.063% (n = 410,000); AID 1347071, 2019; note: potency is the fitted concentration of half-maximal effect; nearly all actives have a fitted effect of over 55% in size
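Yeast growth medium received pinned compounds, then yeast cells expressing toxic A-beta were added; plates incubated at 30 C for 48 hr. Growth read as absorbance at 600 nm, normalized to DMSO and equimolar FeCl3 plus clioquinol controls.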
Akt phos inh: HTS Assay for Inhibitors of Akt Phophorylation: Primary Screen; actives 0.32% (n = 360,000); activity change, % for hits at 50 µM; Neuro2A IGF-stimulated pAkt S473 HTRF, 20 min; active compounds read low; in the data active = activity change below about -80%; inconclusive = mostly about -51% to -80%; note: % is set by controls: 0 for no effect and ±100 for the full control effect
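Single-point screen (50 µM final compound) in Neuro2A cells stimulated 20 min with 6 nM IGF at 37 deg C. After lysis, Ser473-phosphorylated Akt read by HTRF (ex 330 nm, em 615/665 nm) as the 665/615 ratio.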
Mm-Cpn inhibitor: Inhibitors of TCP-1 ring complex (TRiC) of Methanococcus maripaludis (MmCpn): qHTS; Chaperonin Mm-Cpn (Methanococcus maripaludis); actives 0.031% (n = 330,000); AID 504842, 2011; purified Mm-Cpn ATPase, ADP Transcreener TR-FRET; Potency, µM (top dose mostly 76.9 µM), without a hit: at the top dose activity, negative = inhibition, hits mostly inhibitors; note: potency is the fitted concentration of half-maximal effect; % is set by controls: 0 for no effect and ±100 for the full control effect; nearly all actives have a fitted effect of over 80% in size
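Compound-treated chaperonin, 25 nM final, turns over 10 uM ATP at 37°C for 30 min following a 10 min preincubation; ADP generated competes with ADP-d2 for Eu-cryptate antibody, lowering FRET.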
TGFb inhibitor: qHTS for Inhibitors of TGF-b; HepG2 CAGA-GFP TGF-b/SMAD3 reporter, GFP fluorescence, 18 h; TGF-beta stimulated, 500 pg/mL final; Potency, µM (top dose mostly 46.1 µM), inactives show top-dose activity, negative = inhibition, usual class: inhibitors; actives 1.2% (n = 410,000); AID 588855, 2011; note: potency is the fitted concentration of half-maximal effect; % is set by controls: 0 for no effect and ±100 for the full control effect; nearly all actives have a fitted effect of over 65% in size
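GFP signal (ex488/em500-530) from TGF-beta-stimulated HEPG2 CAGA-GFP cells, 500 pg/mL final, 18 h at 37 degrees C in DMEM plus 1% FBS, normalized to unstimulated and DMSO-stimulated controls.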
CCT modulator: High-Throughput Screening for Modulators of Cytosolic Chaperonin Activity | purified chaperonin ATPase assay, HTRF ADP detection, 30 min | activity change, % (no concentration beside the values), hits read low | actives 0.3% (n = 360,000); in the data active = activity change below about -30%; note: % is set by controls: 0 for no effect and ±100 for the full control effect
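ATPase activity: ADP formed was measured by HTRF Transcreener (665/615 nm ratio) after 30 min at 37 deg C with 10 uM ATP. Compounds screened at one 76 uM concentration against 40 or 20 nM TRiC in Tris pH 7.4/KCl/MgCl2/DTT buffer.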
Nrf2 block: Nrf2 qHTS screen for inhibitors. A549 ARE-Fluc reporter, luciferase luminescence, 18-24 h. Potency, µM (series often up to 46 µM), for the others: at the top dose activity change, negative = inhibition, usual class: inhibitors. actives 2.1% (n = 360,000). AID 504444, 2011; note: potency is the fitted concentration of half-maximal effect; % is set by controls: 0 for no effect and ±100 for the full control effect; nearly all actives have a fitted effect of over 60% in size
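A549 ARE_Fluc cells, 5000/well, 5% FBS OPTI-MEM; compounds in dose-response, 18-24 h at 37 °C/5% CO2; CellTiter-Fluor viability read (Ex 405/Em 525), then BugLite luciferase luminescence = Nrf2 activity.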
Nrf2 activator: qHTS of Nrf2 Activators. AREc32 ARE-luciferase reporter (MCF7-derived line), luminescence, 24 h. Potency, µM (highest dose often 46.1 µM), inactives show at the top dose activation, actives largely listed as activators. actives 0.31% (n = 410,000); note: potency is the fitted concentration of half-maximal effect; % of control where 0% means no effect; nearly all actives have a fitted effect of over 65% in size
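AREc32 cells carrying an ARE-driven firefly luciferase reporter were seeded at 1000 cells/well in OPTI-MEM with 5% FBS, then exposed to compound for 24 hr at 37 deg C. Luminescence was read with Steady-Glo after 30 min at RT.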
A549 tox: Nrf2 qHTS screen for inhibitors: counterscreen for cytotoxicity; actives 0.16% (n = 390,000); Potency, µM (top dose mostly 46 µM), inactives show top-dose activity change, negative = cytotoxicity, hits mostly inhibitors; AID 504648, 2011; A549 ARE-Fluc cells, CellTiter-Fluor viability, 18-24 h; note: potency is the fitted concentration of half-maximal effect; % is set by controls: 0 for no effect and ±100 for the full control effect
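A549 ARE_Fluc cells in 5% FBS OPTI-MEM were exposed to compounds in concentration-response for 18-24 h at 37 deg C. Viability was read by CellTiter-Fluor fluorescence (Ex 405/Em 525) after 30 min, before the luciferase read.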
HepG2 tox: qHTS for Inhibitors of TGF-b: Cytotox Counterscreen | actives 0.76% (n = 410,000) | AID 588856, 2011 | Potency, µM (top dose mostly 46.1 µM), for the others: top-dose activity change, negative = cytotoxicity, actives largely listed as cytotoxic | HepG2 CAGA-GFP viability, ATP luminescence, 18 h; note: potency is the fitted concentration of half-maximal effect; some results filed as inactive show a strong effect at the top dose
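HepG2 CAGA-GFP cells (1000/well, DMEM with 1% FBS) received compound, then TGF-beta at 500 pg/mL final, and were incubated 18 hours at 37 degrees C. Viability was read by CellTiter-Glo luminescence. Media-only wells were set as complete cell-killing and DMSO as no toxicity.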
Numbers without * were called inactive; i = inactive; ? = inconclusive; . = not tested or not shown; [ ] = another dose, or the depositor's remark. Unless noted, calls come from the whole dose curve; as a rule, active = well fitted curve in the direction sought with a large enough effect; inconclusive = small, poorly fitted or top-dose-only effect, or another doubt; inactive = no such curve, though single readings can be large; an effect the other way counts as inactive or inconclusive.

SMILES | Abeta yeast res | Akt phos inh | Mm-Cpn inhibitor | TGFb inhibitor | CCT modulator | Nrf2 block | Nrf2 activator | A549 tox | HepG2 tox
CCN1CCN(C(=O)/C=C/c2ccc3c(c2)OCO3)CC1 | 2% | i | -2% | ? | -0.4 | 5% | -0.2% | -4% | -6%
O=C(c1[nH]c(C(F)(F)F)nc1-c1ccccc1)N1CCN(c2cccc(C(F)(F)F)n2)CC1 | 2% | i | . | 11µM* | 1.1 | . | -1.1% | . | -29%
Cc1ccc(C(=O)NNC(=O)CSc2nc(N)cc(N)n2)cc1 | -11% | i | 1% | 1% | 0.5 | -8% | 2.3% | -3% | 0%
COc1ccc(NS(=O)(=O)c2cc(NC(=O)c3cc(F)c(F)cc3Cl)ccc2N2CCOCC2)cc1 | 2% | i | 0% | 0% | -2.7 | ? | -0.2% | 1% | -13%
CCOc1ccc(N(CC(=O)NCC2CCCO2)S(=O)(=O)c2ccc(C)cc2)cc1 (stereo not drawn) | -9% | i | -3% | 24% | -1.3 | 21% | 3.4% | 1% | 5%
COc1ccc(-c2c(-c3ccsc3)oc(=O)c3cc(OC)c(OC)cc23)cn1 | -4% | i | -1% | -16% | -1.1 | -10% | 7.7% | -5% | -13%
COc1cccc(N2CCN(C(=O)c3cc4c(=O)n(Cc5ccco5)ccc4nc3C)CC2)c1 | -10% | . | . | -25% | . | ? | 11% | 10% | -29%
O=C(Nc1cccc2ccccc12)c1ccc(F)cc1 | . | i | 0% | -11% | -1.4 | -5% | 19% | 2% | 9%
CCOc1ccc(N2CC(C(=O)Nc3ccccc3C(=O)N3CCOCC3)CC2=O)cc1 (stereo not drawn) | 1% | i | -2% | -14% | -0.2 | 3% | -0.2% | 0% | 9%
Cc1ccc(NS(=O)(=O)c2ccc(-n3cccn3)cc2)c(C)c1 | 5% | i | 4% | -16% | -4.0 | -19% | -0.1% | 13% | -17%
O=C(NCC1CCCO1)C1CCN(C2CCN(C(=O)C3CCCCC3)CC2)CC1 (stereo not drawn) | -5% | i | 0% | 15% | -1.4 | 2% | 0.0% | -4% | 17%
O=C(CSc1nc2ccccc2o1)NC1CCCC1 | 18% | i | -12% | -3% | 0.3 | -18% | -0.4% | 0% | -2%
CCn1nc(C)c(Br)c1-c1nc(CS(=O)(=O)c2ccc(F)cc2)no1 | 14% | i | 0% | -6% | 0.3 | ? | -0.2% | 4% | -10%
COc1cc(C(O)CO)ccc1O (stereo not drawn) | 6% | i | 0% | 35%[activator] | 0.5 | -10% | -0.9% | 1% | 1%
Cn1c(=O)c2c(nc(SCc3cccnc3)n2Cc2ccc(F)cc2)n(C)c1=O | -13% | i | 1% | 5% | -4.5 | -13% | -0.7% | 2% | -7%
CCOc1ccc(NC(=O)c2cc3sc(Cl)cc3n2CC)cc1 | -11% | . | . | -26% | . | -3% | 4.8% | 1% | -9%
Brc1cccc(-c2n[nH]c(-c3ccccc3)n2)c1 | 10% | i | 3% | ? | 0.7 | ? | 16% | 1% | -35%
Cc1ccc(SCC(=O)NC2CCS(=O)(=O)C2)cc1 (stereo not drawn) | 0% | i | 0% | -1% | -6.4 | -5% | -0.3% | 2% | -11%
Cc1nn(Cc2ccccc2)c(C)c1C(=O)N1CCN(S(=O)(=O)/C=C/c2ccccc2)CC1 | 3% | i | 0% | -22% | -2.3 | 3% | -0.3% | 2% | -4%
CN(C)CC#CCOC(c1ccccc1)c1ccccc1 | 5% | i | -2% | -11% | 0.3 | 1% | 0.1% | -1% | 21%
CN(C(=S)Nc1ccc(Oc2ccccc2)cc1)C1CCCCC1 | -3% | i | 2% | ? | -3.3 | ? | -0.6% | -3% | -34%
C=CCN(C(=O)Nc1ccc2oc(C)nc2c1)c1ccccc1 | 0% | i | -4% | -10% | -2.6 | 6% | 4.3% | -6% | -5%
COC(=O)CSC1=C(C#N)C(c2ccc(Cl)cc2)C(C(=O)OC)C(=O)N1 (stereo not drawn) | 34% | i | 0% | -1% | -0.8 | -14% | -0.4% | 0% | -17%
CC(C)Cn1c(CN2CCN(C)C(CCO)C2)nc2ccccc21 (stereo not drawn) | 6% | i | -2% | 5% | 1.4 | 10% | -1.2% | 7% | -5%
CCC1CC(C(=O)Nc2ccccc2)C(=O)O1 (stereo not drawn) | 11% | i | . | 1% | 0.3 | 10% | -0.8% | -7% | 6%
Next part
SMILES | Abeta yeast res | Akt phos inh | Mm-Cpn inhibitor | TGFb inhibitor | CCT modulator | Nrf2 block | Nrf2 activator | A549 tox | HepG2 tox
Cc1ccc(S(=O)(=O)c2nc(-c3ccccc3Cl)oc2N2CCN(C)CC2)cc1 | 0% | i | 1% | 18% | -3.6 | -8% | 2.8% | -5% | -18%
Cc1ccc2c(=O)n3c(nc2c1)C(Cc1ccccc1)NC(=O)c1cccnc1-3 (stereo not drawn) | -6% | i | . | 1% | 1.0 | . | 0.1% | . | 4%
COc1ccc(N2CCN(Cc3cc(=O)oc4ccc(C)cc34)CC2)cc1 | 3% | i | 1% | 5% | -4.3 | 0% | 0.4% | 6% | -1%
C[C@@H]1CCCCCCCCC(=O)OCCN1C(=O)OC(C)(C)C | 11% | i | -4% | -3% | 0.1 | ? | -0.6% | 2% | -2%
COc1ccc(CC(=O)N(C)C2CCCCC2)cc1S(=O)(=O)N1CCOCC1 | 1% | i | 1% | -6% | -2.6 | -8% | 0.2% | -6% | 3%
CCOC(=O)N1CCN(C(=O)CSc2ccc3nnc(-c4ccncc4)n3n2)CC1 | -7% | i | 1% | 26% | -0.3 | 0% | 0.3% | -2% | -2%
CC(C)(C)NC(=O)c1ccc2c3c(cccc13)CC2 | -17% | i | 2% | -1% | 1.1 | ? | 0.4% | 5% | 1%
CCCC(=O)Nc1ccc2nc(SCc3ccc(C)cc3)sc2c1 | -9% | . | . | 7% | . | 13% | 1.3% | -7% | 0%
O=C(Nc1ccc(S(=O)(=O)NCC2CCCO2)cc1)c1ccccc1 (stereo not drawn) | -15% | i | 1% | -2% | 1.9 | ? | -0.5% | 3% | 12%
CC(=O)N1Cc2cc([N+](=O)[O-])ccc2Oc2ccccc21 | -6% | i | -1% | -2% | -0.3 | -7% | 3.0% | 0% | 6%
CC(C)[C@H](NC(=O)c1ccccc1)C(=O)OCC(=O)Nc1ncc(Cl)cc1Cl | 0% | i | 2% | -43% | -1.3 | 4% | 0.1% | -1% | -10%
COc1ccc(CNC(=O)c2nn(-c3ccccc3C)nc2CO)cc1 | 2% | . | . | 0% | . | -25% | 1.0% | 1% | -21%
Cc1cccc(Nc2nc(N)c([N+](=O)[O-])c(NCCO)n2)c1 | 18% | i | 1% | -1% | 0.9 | ? | 5.9% | -6% | 2%
COc1ccc(-c2nc3cc(NC(=O)COc4ccccc4C)ccc3o2)cc1 | -7% | . | . | 2% | . | -10% | -0.9% | -15% | 6%
O=C(OCC(=O)N1CCc2ccccc21)c1c2c(nc3ccccc13)CCCCC2 | -28% | i | -7% | 1% | -1.0 | -23% | 2.0% | -5% | 7%
Cc1cccc(OCCSc2nc3ccc(NC(=O)COc4ccccc4F)cc3s2)c1 | -26% | . | . | 3% | . | 20% | 0.1% | 13% | -2%
COc1ccc(Oc2ccc3c(C(F)(F)F)cc(C(F)(F)F)nc3n2)cc1 | 0% | i | -1% | -6% | -1.8 | -10% | -0.2% | 6% | -6%
O=C(c1cccc(Cl)c1)N1CCC(=O)N(C(COCc2cccc(Cl)c2)Cc2ccccc2)CC1 (stereo not drawn) | 22% | i | 0% | ? | -1.4 | 2% | 0.0% | -12% | -23%
Cc1ccc(S(=O)(=O)NCC(C)n2cncn2)cc1 (stereo not drawn) | 11% | i | 1% | -2% | -0.4 | -4% | -1.0% | 1% | 12%
Cn1c(N)c(S(=O)(=O)c2ccc(Br)cc2)c2nc3ccccc3nc21 | ? | i | -15% | -22% | -0.3 | -14% | -0.5% | 3% | -11%
COc1ccc(CCN2CC(C(=O)N(C)C3CCOCC3)CCC2=O)cc1 (stereo not drawn) | -17% | i | 4% | -15% | 1.1 | 2% | -0.5% | 3% | 10%
COc1ccc(C(=O)NC(=S)Nc2ccc(N3CCCC3)cc2)cc1OC | -4% | i | 3% | 0% | -1.4 | -8% | -0.5% | -6% | -9%

Gathered by group, those above with bromine (3)
SMILES | Abeta yeast res | Akt phos inh | Mm-Cpn inhibitor | TGFb inhibitor | CCT modulator | Nrf2 block | Nrf2 activator | A549 tox | HepG2 tox
CCn1nc(C)c(Br)c1-c1nc(CS(=O)(=O)c2ccc(F)cc2)no1 | 14% | i | 0% | -6% | 0.3 | ? | -0.2% | 4% | -10%
Brc1cccc(-c2n[nH]c(-c3ccccc3)n2)c1 | 10% | i | 3% | ? | 0.7 | ? | 16% | 1% | -35%
Cn1c(N)c(S(=O)(=O)c2ccc(Br)cc2)c2nc3ccccc3nc21 | ? | i | -15% | -22% | -0.3 | -14% | -0.5% | 3% | -11%

Bioassay records from PubChem BioAssay.
